# N370S GC mod = qHTS Assay for Inhibitors and Activators of N370S glucocerebrosidase as a Potential Chaperone Treatment of Gaucher Disease. actives 0.092% (n = 330,000). N370S GC spleen homogenate, 4MU-glucoside fluorescence. Potency, µM (top dose mostly 59.4 µM), for the others: top-dose activity change, negative = inhibition, actives largely listed as inhibitors. Lysosomal acid glucosylceramidase (Homo sapiens), P04062;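 further: 0% = full enzyme activity and -100% = no enzyme basal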
# KAT2A inh = qHTS Assay for Inhibitors of GCN5L2. Histone acetyltransferase KAT2A (Homo sapiens), Q92830. GCN5L2 HAT assay, ThioGlo1 CoA-SH fluorescence. Potency, µM (highest dose often 58.9 µM), inactives show at the top dose activity change, negative = inhibition, usual class: inhibitors. actives 0.21% (n = 390,000). AID 504327, 2011
# Target sequence (Q92830 whole entry, looked up): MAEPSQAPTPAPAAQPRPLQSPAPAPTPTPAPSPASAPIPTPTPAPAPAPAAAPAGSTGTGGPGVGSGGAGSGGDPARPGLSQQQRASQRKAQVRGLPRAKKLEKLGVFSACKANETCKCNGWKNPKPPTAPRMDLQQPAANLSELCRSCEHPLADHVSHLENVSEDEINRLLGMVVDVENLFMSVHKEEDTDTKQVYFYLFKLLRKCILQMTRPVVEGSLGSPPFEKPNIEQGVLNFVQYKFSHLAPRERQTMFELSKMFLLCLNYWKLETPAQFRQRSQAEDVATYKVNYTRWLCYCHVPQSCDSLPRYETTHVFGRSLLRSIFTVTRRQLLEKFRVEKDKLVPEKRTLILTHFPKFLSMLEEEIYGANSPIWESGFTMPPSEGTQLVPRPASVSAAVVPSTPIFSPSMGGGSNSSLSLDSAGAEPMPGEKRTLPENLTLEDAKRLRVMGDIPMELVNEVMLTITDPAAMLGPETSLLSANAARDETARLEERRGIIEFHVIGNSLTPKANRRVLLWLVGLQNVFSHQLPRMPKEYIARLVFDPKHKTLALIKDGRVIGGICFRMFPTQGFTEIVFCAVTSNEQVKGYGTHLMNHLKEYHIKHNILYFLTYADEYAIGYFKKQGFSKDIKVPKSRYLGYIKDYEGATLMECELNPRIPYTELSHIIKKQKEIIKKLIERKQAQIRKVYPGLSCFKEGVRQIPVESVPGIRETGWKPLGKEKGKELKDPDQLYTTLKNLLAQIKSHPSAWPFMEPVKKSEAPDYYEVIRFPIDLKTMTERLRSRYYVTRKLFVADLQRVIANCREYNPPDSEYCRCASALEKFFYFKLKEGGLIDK
#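 Enzyme at 20nM final was mixed with library compounds for 15 min at room temperature. Peptide H3(1-25) at 75uM, acetyl-CoA at 70uM and ThioGlo1 at 50uM were then added. Plates were read immediately and after 20 min (Ex340nm/Em540nm).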
# Numbers without * were called inactive; ? = inconclusive; . = no result given; & = joins results of further samples; [ ] = dose if it differs, or a comment. The call rests on the fitted dose curve; in most records, active means well fitted curve in the direction sought with a large enough effect; inconclusive means small, poorly fitted or top-dose-only effect, or another doubt; inactive means no such curve, though single readings can be large; an effect the other way counts as inactive or inconclusive. Unless noted, on the % scale 0 is the no-effect control and ±100 the full control effect; potency means the concentration at half of the fitted maximal effect.
N370S GC mod	KAT2A inh	molecule
-2%[12.8 µM]	.	CC(=O)OC[C@@H]1O[C@H](C/C=N\OC[C@@H](O)[C@H]2O[C@H]3OC(C)(C)O[C@H]3[C@@H]2O)C=C[C@@H]1OC(C)=O
-19%	.	CCCn1c(-c2ccc(F)cc2)nc2c(N3CCCN(Cc4ccccc4)CC3)nc(C)nc21
-6%	.	O=C1C=CC2(OCCCO2)C(Br)=C1CO
20%&17%[12.8 µM]	.	COc1ccc(OCC2CN3C(CCC(C)C3c3ccc(Br)cc3)C(=O)O2)cc1 (stereo unspecified)
2%	.	COC(=O)[C@H]1Cc2c([nH]c3ccccc23)CN1C(=O)COc1ccc2c(C)cc(=O)oc2c1
3%	.	COC(=O)[C@H]1CC2(CC=C(C)C)C(=O)[C@@](CC=C(C)C)(C(=O)C(C(=O)c3ccccc3)=C2OC)C1(C)C (tested in a mixture with another compound)
-2%	.	CC(C)C[C@@H](CC(=O)N[C@@H](CCC(=O)O)CC(=O)O)NC(=O)[C@@H]1CNCC[C@H]1NC(=O)C[C@@H](NC(=O)C[C@H](Cc1c[nH]c2ccccc12)NC(=O)[C@@H]1CNCC[C@H]1N)C(C)C
-1%	.	Cc1ccc(C)o1
-2%	.	Cc1ccc(S(=O)(=O)Nc2cc(S(=O)(=O)c3ccc(C)cc3)c(O)c3cccnc23)cc1
6%	.	CC(=O)[C@@]1(O)CC[C@H]2C3CCC4=CC(=O)CC[C@]4(C)C3CC[C@@]21C (stereo partly specified)
8%	.	O=C(NO)c1ccccc1
-5%[12.8 µM]	.	COC(=O)NC(/C(C(=O)OC)=C(\C)NCc1ccccc1)c1ccco1 (stereo unspecified)
2%	.	CC(C)[C@@H](CC(=O)N[C@@H]1CCNC[C@H]1C(=O)N[C@H](CC(=O)N[C@@H](CCC(=O)O)CC(=O)O)Cc1ccccc1)NC(=O)C[C@H](Cc1c[nH]c2ccccc12)NC(=O)[C@@H]1CNCC[C@H]1N
14%	.	C[C@@H]1CC[C@H]2[C@H](C)[C@H]3CC[C@H]4C5[C@@H](O)CC6=CC(=O)CC[C@]6(C)[C@H]5C[C@H]4C3C(=O)N2C1 (stereo partly specified)
0%	.	COc1cccc([C@@H]2Oc3ccc(OC)cc3C[C@H]2OC(=O)NS(=O)(=O)c2ccc(F)cc2)c1
1%	.	COc1ccc(OC)c(C2=Nn3c(nnc3-c3cc(OC)ccc3OC)SC2)c1
1%&11%	.	c1ccccc1
16%[12.8 µM]	.	COC(=O)[C@@H]1CC[C@H](C)[C@@H](c2ccc(C)cc2)N1C(=O)c1ccc(/C=N\OC[C@@H]2O[C@H](c3ccccc3)C=C[C@@H]2Oc2ccc(OC)cc2)cc1
9%	.	C=C(C#N)C(=O)OCC
5%	.	COCCNc1nc(C)nc2c1nc(-c1ccccc1)n2CCN1CCCC1
-3%	.	CC(C)OC(=O)[C@H]1O[C@H](CCCCOCc2ccccc2)[C@@H](C)[C@H]2O[C@H]21
3%	.	COC(=O)[C@H]1C[C@@H]1[C@H](NC(=O)Oc1ccc(F)cc1)c1ccccc1
3%	.	C[C@@H](C(=O)NCCF)[C@H]1C[C@]1(C)[C@H](NC(=O)OCc1ccccc1)c1ccccc1
-1%	.	COc1cc2oc(-c3ccccc3)cc(=O)c2cc1O
11%	.	CNC(=O)C1(CC(C)C)C=CCN1C(=O)c1ccccc1 (stereo unspecified)
-18%[12.8 µM]	.	CCOC(=O)CCN1C(=O)[C@H]2[C@H]3[C@H](O)[C@H](O)C/C(=N/OCc4ccccc4)[C@H]3CC[C@@H]2C1=O
6%[12.8 µM]	.	C=CC[C@@H]1C=C[C@H](O/N=C(\C)CCN2CCCCc3nc(C)c(C)cc32)[C@H](CO)O1
-1%[12.8 µM]	.	O=C1[C@H]2[C@H]3[C@H](O)[C@H](O)C/C(=N/OC[C@@H](O)COCc4ccco4)[C@H]3CC[C@@H]2C(=O)N1Cc1ccccc1
0%	.	Cc1noc(C)c1-c1ccc2ncnc(NCc3ccc(F)cc3)c2c1
14%	.	CCC1=C2CC[C@H]3C(=O)NC(=O)[C@H]3[C@H]2[C@@]2(C)C(=NCCOC)OC(=O)N2C1=O
3%	.	Nc1ccccc1S(=O)(=O)O
1%[12.8 µM]	.	C=C1C2c3ccccc3C(CC2(C)O[Si](C)(C)C)N1C(=O)OC (stereo unspecified)
1%	.	C=C(C(=O)OC)C(NC(=O)OC)c1ccccc1 (stereo unspecified)
-5%	.	Cc1nc(N2CCOCC2)c2nc(-c3ccccc3)n(CCN(C)C)c2n1
-13%	.	O=c1c2ccccc2oc2cc(O)c(C3COCC(CO)C(O)C(O)C3O)c(O)c12 (stereo unspecified)
9%	.	Cc1ccccc1OCC1CO1 (stereo unspecified)
5%[12.8 µM]	.	CCCCc1nc2c(c3c1C[C@H](C)OC3)CN(C(=O)Cc1cccs1)CC2
-13%	.	Nc1ccccc1C(=O)/C=C/c1ccccc1
?	.	CC[C@@H](C)[C@H]1O[C@]2(CC[C@@H]1C)C[C@@H]1C[C@@H](C/C=C(\C)[C@@H](O[C@H]3C[C@H](OC)[C@@H](O[C@H]4C[C@H](OC)[C@@H](O)[C@H](C)O4)[C@H](C)O3)[C@@H](C)/C=C/C=C3\CO[C@@H]4[C@H](O)C(C)=C[C@@H](C(=O)O1)[C@]34O)O2
-6%	.	COc1cccc(C2=Nn3c(nnc3-c3cc(OC)ccc3OC)SC2)c1
3%[12.8 µM]	.	COc1ccc(O[C@H]2C=C[C@@H](c3ccccc3)O[C@H]2COC(=O)CC/C(C)=N\OC[C@@H](O)[C@H]2O[C@H]3OC(C)(C)O[C@H]3[C@@H]2O)cc1
.	-11%	O=c1cc(-c2ccccc2F)[nH]c2cc3c(cc12)OCO3
.	3%	C[C@@H](O)[C@@H]1C(=O)N2C(C(=O)O)=C([C@H]3CCCO3)S[C@H]12
.	5%	CS(=O)(=O)CCNCc1ccc(-c2ccc3ncnc(Nc4ccc(OCc5cccc(F)c5)c(Cl)c4)c3c2)o1
.	-7%	CC(C)Nc1cccnc1N1CCN(C(=O)c2cc3cc(NS(C)(=O)=O)ccc3[nH]2)CC1
.	2%	CC(C)CC1NC(=O)c2ccccc2-n2c1nc1ccc(F)cc1c2=O (stereo unspecified)
.	-16%	CCN(CC)C(=S)S
.	-11%	CN(C)CCCN1c2ccccc2C(C)(C)c2ccccc21
.	-1%	O=C(NCc1ccc(F)cc1)c1cccc2c1C(=O)c1ccc(Cl)cc1S2(=O)=O
.	-8%	COC(=O)CCC[N+](C)(C)C
.	-17%	CCCC1(C)C(C#N)(C#N)C1(C#N)C#N
.	-4%	COc1cc2c(cc1OC)CC(=O)N(CCCN(C)C[C@H]1Cc3cc(OC)c(OC)cc31)CC2
.	-19%	CC(=O)OC[C@]12CC[C@H]3[C@@](C)(CC[C@H]4C(C)(C)CCC[C@]34C)[C@@H]1C[C@H](C1=CC(=O)O[C@@H]1OC(C)=O)O2
.	-5%	NC(=O)C(c1ccccc1)(c1ccccc1)[C@@H]1CCN(CCc2ccc3c(c2)CCO3)C1
.	-17%	Nc1nc(Cl)nc2c1ncn2[C@@H]1O[C@H](COP(=O)(O)OP(=O)(O)OP(=O)(O)O)[C@@H](O)[C@H]1O
.	-3%	Cn1c2ccsc2c2cnn(Cc3ccc(F)cc3)c(=O)c21
.	-9%	O=P(O)(O)OC[C@H]1O[C@](O)(COP(=O)(O)O)[C@@H](O)[C@@H]1O
.	1%	Cc1c(C)c2c(c(C)c1OC(=O)CCC(=O)O)CC[C@@](C)(CCC[C@H](C)CCC[C@H](C)CCCC(C)C)O2
.	14%	Cc1ncc(CSSCc2cnc(C)c(O)c2CO)c(CO)c1O
.	-2%	NC(=O)C1CC2(NC(=O)NC2=O)c2cc(F)ccc2O1 (stereo unspecified)

# The results go on.
N370S GC mod	KAT2A inh	molecule
.	-1%	CO[C@H]1C[C@@H]2CC[C@@H](C)[C@@](O)(O2)C(=O)C(=O)N2CCCC[C@H]2C(=O)O[C@H]([C@H](C)C[C@@H]2CC[C@@H](OC(=O)C(C)(CO)CO)[C@H](OC)C2)CC(=O)[C@H](C)/C=C(\C)[C@@H](O)[C@@H](OC)C(=O)[C@H](C)C[C@H](C)/C=C/C=C/C=C/1C
.	-6%	Clc1cccc(C(c2ccc3nc[nH]c3c2)n2ccnc2)c1 (stereo unspecified)
.	-1%	Cn1cc(C(=O)[C@@H]2CCc3[nH]cnc3C2)c2ccccc21
.	-1%	CCOCC(O)COc1ccc(NC(=O)CC[S+](C)C)cc1 (stereo unspecified)
.	-3%	C[C@H](Cn1cnc2c(N)ncnc21)OCP(=O)(O)O
.	0%	CC(c1ncncc1F)[C@](O)(Cn1cncn1)c1ccc(F)cc1F (stereo partly specified)
.	-3%	O=C1NC(Cc2ccc(O)cc2)c2nc3ccc(Cl)cc3c(=O)n2-c2ccc(Cl)cc21 (stereo unspecified)
.	0%	C=C1N[C@]2(C(=O)COC(C)=O)[C@@H](C[C@H]3[C@@H]4CCC5=CC(=O)C=C[C@]5(C)[C@H]4[C@@H](O)C[C@@]32C)O1
.	49%[activator]	CCOC(=O)[C@@H](N)CS
.	6%	O=C(OCc1ccccc1)c1cccnc1
.	1%	COCc1c(C(C)C)nc(C(C)C)c(/C=C/[C@@H](O)C[C@@H](O)CC(=O)O)c1-c1ccc(F)cc1
.	-7%	Cc1nc(NS(=O)(=O)c2ccc(N)cc2)nc(C)c1Br
.	2%	Nc1ncnc2c1nc(Br)n2C1OC2COP(=O)(O)O[C@@H]2C1O (stereo partly specified)
.	-16%	C=C1CC2C3C=C(C)C4=CC(=O)CCC4(C)C3CCC2(C)[C@@]1(OC(C)=O)C(C)=O (stereo partly specified)
.	-11%	FC(F)OC(Cl)C(F)(F)F (stereo unspecified)
.	-10%	NC(=S)N/N=C/c1cccnc1
.	3%	Cc1ccc2nc3n(c(=O)c2c1)-c1cc(Cl)ccc1C(=O)NC3Cc1ccccc1 (stereo unspecified)
.	4%	O=c1[nH]c(=O)c2[nH]c(=O)[nH]c2[nH]1

# In the list so far, these contain a carbonyl joined to an NH by a bond outside any ring:
N370S GC mod	KAT2A inh	molecule
-2%	.	CC(C)C[C@@H](CC(=O)N[C@@H](CCC(=O)O)CC(=O)O)NC(=O)[C@@H]1CNCC[C@H]1NC(=O)C[C@@H](NC(=O)C[C@H](Cc1c[nH]c2ccccc12)NC(=O)[C@@H]1CNCC[C@H]1N)C(C)C
8%	.	O=C(NO)c1ccccc1
-5%[12.8 µM]	.	COC(=O)NC(/C(C(=O)OC)=C(\C)NCc1ccccc1)c1ccco1 (stereo unspecified)
2%	.	CC(C)[C@@H](CC(=O)N[C@@H]1CCNC[C@H]1C(=O)N[C@H](CC(=O)N[C@@H](CCC(=O)O)CC(=O)O)Cc1ccccc1)NC(=O)C[C@H](Cc1c[nH]c2ccccc12)NC(=O)[C@@H]1CNCC[C@H]1N
0%	.	COc1cccc([C@@H]2Oc3ccc(OC)cc3C[C@H]2OC(=O)NS(=O)(=O)c2ccc(F)cc2)c1
3%	.	COC(=O)[C@H]1C[C@@H]1[C@H](NC(=O)Oc1ccc(F)cc1)c1ccccc1
3%	.	C[C@@H](C(=O)NCCF)[C@H]1C[C@]1(C)[C@H](NC(=O)OCc1ccccc1)c1ccccc1
11%	.	CNC(=O)C1(CC(C)C)C=CCN1C(=O)c1ccccc1 (stereo unspecified)
1%	.	C=C(C(=O)OC)C(NC(=O)OC)c1ccccc1 (stereo unspecified)
.	-1%	O=C(NCc1ccc(F)cc1)c1cccc2c1C(=O)c1ccc(Cl)cc1S2(=O)=O
.	-5%	NC(=O)C(c1ccccc1)(c1ccccc1)[C@@H]1CCN(CCc2ccc3c(c2)CCO3)C1
.	-2%	NC(=O)C1CC2(NC(=O)NC2=O)c2cc(F)ccc2O1 (stereo unspecified)
.	-1%	CCOCC(O)COc1ccc(NC(=O)CC[S+](C)C)cc1 (stereo unspecified)

# Screening results (PubChem)

# Only part of the results is shown; the hit share may differ from the screen's.
